# p-CIP stab down: p/CIP-EGFP fusion destabilizers, primary screen, fluorescence, F442A cells; Q05BA5; 16 h; decrease of EGFP signal, % at 10 µM; 290,000 compounds, 0.01% hits; AID 1984, 2009;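 active = EGFP signal decrease of at least 30% at 10 µM or well 3 SD below plate mean, unless failing retest; inactive = the rest, including hits failing retest or dose response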; also: some compounds called inactive have numbers as strong as hits; many of its hits are not listed in these tables
# Target sequence (Q05BA5 1-1403): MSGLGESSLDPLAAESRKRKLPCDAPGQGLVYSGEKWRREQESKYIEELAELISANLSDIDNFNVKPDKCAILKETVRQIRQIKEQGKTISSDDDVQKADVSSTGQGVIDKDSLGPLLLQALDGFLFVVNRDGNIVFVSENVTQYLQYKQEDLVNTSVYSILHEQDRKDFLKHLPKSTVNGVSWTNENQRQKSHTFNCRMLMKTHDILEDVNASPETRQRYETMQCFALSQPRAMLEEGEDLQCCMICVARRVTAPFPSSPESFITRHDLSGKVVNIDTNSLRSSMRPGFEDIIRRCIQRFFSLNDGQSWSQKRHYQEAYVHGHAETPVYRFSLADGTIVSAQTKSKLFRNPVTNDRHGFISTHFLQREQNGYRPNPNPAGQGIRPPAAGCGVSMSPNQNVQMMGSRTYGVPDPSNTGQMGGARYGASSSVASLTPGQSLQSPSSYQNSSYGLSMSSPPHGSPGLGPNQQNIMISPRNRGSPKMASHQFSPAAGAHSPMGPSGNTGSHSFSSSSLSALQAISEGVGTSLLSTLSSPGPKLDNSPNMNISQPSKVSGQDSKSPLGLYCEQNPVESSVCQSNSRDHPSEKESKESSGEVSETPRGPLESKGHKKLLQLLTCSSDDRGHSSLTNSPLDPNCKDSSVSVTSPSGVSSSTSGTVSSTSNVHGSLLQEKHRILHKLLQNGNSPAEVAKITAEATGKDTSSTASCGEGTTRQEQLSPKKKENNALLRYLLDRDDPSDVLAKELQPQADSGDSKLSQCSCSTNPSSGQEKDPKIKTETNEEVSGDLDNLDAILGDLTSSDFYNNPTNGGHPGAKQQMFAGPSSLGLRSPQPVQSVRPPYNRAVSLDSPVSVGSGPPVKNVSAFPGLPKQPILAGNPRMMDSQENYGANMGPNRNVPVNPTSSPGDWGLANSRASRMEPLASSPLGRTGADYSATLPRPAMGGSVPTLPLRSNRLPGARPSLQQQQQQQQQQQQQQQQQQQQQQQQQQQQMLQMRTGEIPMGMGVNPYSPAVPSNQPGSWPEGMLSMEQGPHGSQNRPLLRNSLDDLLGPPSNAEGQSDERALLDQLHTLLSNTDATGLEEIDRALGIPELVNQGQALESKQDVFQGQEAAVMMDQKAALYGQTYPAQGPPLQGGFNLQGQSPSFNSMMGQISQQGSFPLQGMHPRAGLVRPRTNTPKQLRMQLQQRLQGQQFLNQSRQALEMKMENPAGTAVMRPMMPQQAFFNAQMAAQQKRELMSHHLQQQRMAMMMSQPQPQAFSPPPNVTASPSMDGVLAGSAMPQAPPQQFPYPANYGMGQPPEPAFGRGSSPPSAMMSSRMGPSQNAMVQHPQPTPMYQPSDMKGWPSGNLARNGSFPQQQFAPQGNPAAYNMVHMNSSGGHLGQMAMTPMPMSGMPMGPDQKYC
# SUMO HTRF inh: inhibitors of in vitro SUMOylation cascade, primary screen, biochemical, HTRF, uHTS. SUMO-conjugating enzyme UBC9 (Homo sapiens), P63279. inhibition, % at 35 µM. 290,000 compounds, 0.36% hits. HTRF SUMOylation assay, SAE1/SAE2 + UBC9. AID 2006, 2009; in the data active = inhibition above about 50%, passing the limit was not always enough; also: strong numbers were not always called active
# MEKK3 PB1 HTS: modulators of MEKK3-MEK5 PB1 binding, primary screen, biochemical, wildtype MEKK3, multiplex bead flow cytometry, Alexa488-MEK5; Mitogen-activated protein kinase kinase kinase 3 (Homo sapiens), Q99759; bead-based flow cytometry, Alexa488-MEK5 binding to MEKK3; actives lie on both sides; 0 = blocked by unlabeled MEK5, 100 = vehicle; binding response (% of control), % at 10 µM; 290,000 compounds, 1.4% hits; AID 1529, 2009;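 active = binding response more than 3 SD above or below the average of its plate-row segment, actives on both sides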;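 also: Alexa488 bead fluorescence after subtracting the streptavidin-only scavenger bead signal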
# IDE cell inh: human IDE inhibitors in live cells, primary screen, fluorescence polarization, HEK cells, FAbetaB substrate; Insulin-degrading enzyme (Homo sapiens), P14735; FAbetaB cleavage; inhibition, % at 5.59 µM; 320,000 compounds, 0.41% hits;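 active = percent inhibition above the average of all tested compounds plus 3 SD, set per screening campaign, cut at about 16% in these data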;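 also: IDE supplied by intact live HEK cells; FP after avidin binding of uncleaved biotin substrate so inhibition keeps polarization high; 0% = DMSO wells and 100% = 60 µM reference IDE inhibitor Ii1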
# MEKK2 mut-MEK5: MEK5 binding signal on mutant MEKK2 PB1, primary screen, biochemical, multiplex bead flow cytometry, Alexa488-MEK5; percent response, % at 10 µM; Alexa488-MEK5 binding to MEKK2 mutant; 290,000 compounds, 0.35% hits; in the data active = percent response above about 24%, passing the limit was not always enough; also: inactives centre near 1; some results filed as inactive read as strong as hits; reference of the scale not given here
# NALP1 inh: NALP1 inflammasome inhibitors in reconstituted yeast, colorimetric, S. cerevisiae, triplicate retest; S. cerevisiae NALP1/ASC/caspase-1 growth, X-gal OD620, 72 h; inhibition, % at 10 µM; 280,000 compounds, 0.61% hits; AID 2071, 2009; in the data active = inhibition mostly above about 24%, no sharp cut-off; inactive = mostly below about 32%; also: some compounds called inactive have numbers as strong as hits
# MEKK2 WT-MEK5: modulators of MEK5 binding to wildtype MEKK2, primary screen, biochemical, multiplex bead flow cytometry, Alexa488-MEK5; Alexa488-MEK5 binding to MEKK2 WT; actives lie on both sides; binding response (% of control), % at 10 µM; 290,000 compounds, 1.1% hits; in the data active = binding response below about 67% or above about 130%
# M18AAP inhibitor: PfM18AAP inhibitors, malaria aminopeptidase, primary screen, biochemical, QFRET, recombinant enzyme | M18 aspartyl aminopeptidase (Plasmodium falciparum 3D7) | H-Glu-NHMec fluorogenic cleavage | inhibition, % at 7.35 µM | 290,000 compounds, 1.2% hits;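 active = inhibition above the campaign mean inhibition over all tested compounds plus 3 SD, cut at about 28% in these data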;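 also: 0% = plate median of test compound wells and 100% = 2 mM ZnCl2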
# IDE act: human IDE activators in live cells, primary screen, fluorescence polarization, HEK cells, FAbeta-B substrate | Insulin-degrading enzyme (Homo sapiens), P14735 | FAbeta-B cleavage; 0% vehicle, 100% cell-free pure enzyme wells | activation, % at 5.96 µM | 340,000 compounds, 0.073% hits;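 active = activation above the mean of all tested compounds plus 3 SD, set per screening campaign, cut at about 17% in these data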
# An asterisk follows results filed as active; . = not tested or not shown; [ ] = remark or other dose.
# Every second line gives: p-CIP stab down	SUMO HTRF inh	MEKK3 PB1 HTS	IDE cell inh	MEKK2 mut-MEK5	NALP1 inh	MEKK2 WT-MEK5	M18AAP inhibitor	IDE act
COc1ccc(NC(=O)c2ccccc2[N+](=O)[O-])cc1
  -4	0	109	6	0	34	103	-1	-3
N#Cc1nc(Cc2cccc3ccccc23)oc1NCCN1CCOCC1
  -10	8	84	3	0	9	92	-2	-6
Cc1ccc2cc(S(=O)(=O)NCCC(=O)O)ccc2c1
  -17	4	98	1	5	-3	104	1	8
O=c1[nH]nnc2sc3c(c12)CCCC3
  -22	23	100	5	-3	-13	101	11	3
N#CCCCn1c(O)c(N=NC(=O)C(O)c2ccccc2)c2ccccc21 (stereo not given)
  -8	10	100	2	-1	16	95	5	2
CC(C(=O)NCC1CCCCC1)N(C)Cc1ccc(Cl)cc1 (stereo not given)
  -3	10	108	-2	1	1	114	3	5
COc1nccc(Nc2ccccc2)c1C#N
  -7	0	101	-5	0	-11	101	0	3
CCCOc1ccc(NC(=O)c2cc3cc(C)ccc3[nH]2)cc1
  -6	23	106	4	2	-8	106	-2	5
CCc1cc2c(-c3ccccc3)cc(=O)oc2cc1OCC(=O)NCC1CCC(C(=O)O)CC1 (stereo not given)
  -3	13	96	1	-1	-10	90	-2	3
O=C(CSc1cnc2ccccc2n1)c1ccc(F)cc1
  -4	5	100	-1	-2	29	91	12	3
CCOc1cccc(-c2nc3cc(C)ccc3o2)c1
  5	-17	100	-1	2	-29	103	-11	4
COc1ccccc1C(=O)NC(=O)CSc1cccc[n+]1[O-]
  12	2	99	1	-3	2	100	-1	5
CN(C)CCCNC(=O)C(=O)NCC1OCCN1S(=O)(=O)c1cc(F)ccc1F (stereo not given)
  -25	6	104	-3	8	8	116	-5	2
CCN(CC)S(=O)(=O)c1ccc(OC)c(NC(=S)Nc2cccc(C)c2C)c1
  -9	-3	100	0	-2	34	97	1	4
Cn1c(=O)c2c(nc(CN3CCN(C(=O)c4ccco4)CC3)n2CC(N)=O)n(C)c1=O
  -22	.	98	4	5	-4	100	-9	5
C=CCN(C(=O)c1cc(C)cc(C)c1)C1(C(=O)Nc2ccccc2)CCN(C(C)C)CC1
  -8	3	101	5	-2	17	92	-12	-1
O=C(NCCOc1ccccc1-c1ccccc1)c1ccco1
  -3	6	104	3	-4	4	102	-16	-3
O=C(/C=C/c1cn(CC(O)CN2CCCCC2)c2ccccc12)c1cccs1 (stereo not given)
  -17	9	105	11	7	45	118	6	-11
O=C(Cn1c(=S)[nH]c2ccccc21)c1ccccc1
  3	-7	96	-2	0	18	100	8	6
CN(C)S(=O)(=O)c1ccc(C(=O)Nc2ccc(CCC(=O)N3CCCC3)cc2)cc1
  -10	22	105	.	1	16	104	-1	-1
O=C(O)c1cccc(Nc2ccc([N+](=O)[O-])c3nonc23)c1
  -4	3	98	2	6	17	100	7	3
COCCCN1C(=O)C(=O)/C(=C(/O)c2ccc(OC)cc2)C1c1ccc(O)c(OC)c1 (stereo not given)
  -3	5	100	-2	3	5	99	1	-5
Cc1ccccc1NC(=S)NCc1ccc2c(c1)OCO2
  -12	10	.	1	.	5	.	-1	1
Cc1noc(C(=O)Nc2ccc3c(c2)OCO3)c1Cl
  7	10	111	-3	14	2	110	-5	3
CSc1ccc(/C=C/C(=O)N2CCN(c3ccccn3)CC2)cc1
  -9	9	102	8	14	-2	100	24	-6
CCOc1ccccc1CNC(=O)c1ccc2c(c1)N(CC)CCS2
  -15	28	98	2	-3	14	94	7	3
CCOc1ccc(NC(=O)c2ccc(N3CC4CC(C3)c3cccc(=O)n3C4)c(N)c2)cc1 (stereo not given)
  1	7	103	8	2	7	104	4	-13
Fc1ccc(-c2csc(NC3=NCCC3)n2)cc1
  -12	22	95	-1	-1	14	98	4	4
O=C(NC1CCCC1)C(=O)N(Cc1cccnc1)C(C(=O)NC1CCCC1)c1ccco1 (stereo not given)
  7	0	102	-2	4	-53	105	7	2
CCOc1ccc(C(=O)NC(=S)Nc2ccccc2N2CCOCC2)cc1Br
  -6	3	121	2	0	26	103	-2	4
Brc1ccc(C=Nc2ccc(Nc3ccccc3)cc2)s1
  -2	1	95	0	-1	45	95	5	6
CCN(CC)S(=O)(=O)c1ccc(Cl)c(C(=O)NC2CCCC2)c1
  -12	-1	93	5	0	12	102	1	2
O=C(NNC(=O)C1CC1c1ccccc1)c1cccc([N+](=O)[O-])c1 (stereo not given)
  -15	10	108	4	3	35	110	0	4
CCOC(=O)CSc1nnc(CNC(=O)c2cccs2)n1Cc1ccccc1
  -12	-5	98	0	7	-16	99	2	2
CCOc1ccc(NC(=O)NNC(=O)COc2ccc3ccccc3c2)cc1
  3	23	104	-3	6	3	109	-3	-6
CCOCCn1c(=NC(=O)c2cc3ccccc3oc2=O)sc2cc(S(N)(=O)=O)ccc21
  7	2	99	2	-2	18	96	0	7
CCOC(=O)COc1c(Br)cc(C2NC(=O)NC(C)=C2C(C)=O)cc1OC (stereo not given)
  -4	24	131*	4	0	-56	104	-3	2
COc1ccc2c(c1OC)CCC2=O
  -3	11	95	2	-1	9	101	-6	-3
CCn1cc(S(=O)(=O)Nc2cccnc2)cn1
  -7	-2	104	0	1	6	104	-3	5
O=C(CCC1CCCC1)N1CCN(C(=O)COc2ccccc2)CC1
  0	-2	75*[inhibitor]	3	-9	17	87	2	3
O=C(Nc1ccccc1Sc1ccccc1)c1ccccc1F
  .	.	108	6	6	.	108	7	4
C/C(=N\NC(=O)Cc1ccc(Br)cc1)c1cccnc1
  6	12	100	-4	4	14	102	0	5
Cc1ccc(CSc2n[nH]c(N)n2)cc1
  0	4	97	-2	-4	4	90	-3	-2
[O-][n+]1onc2c1CCc1[nH]c(-c3ccccc3)nc1-2
  -2	16	83	-1	-12	-6	89	-3	-4
CCOCCCNC(=O)c1cc(Sc2nnc(C)s2)nc2ccccc12
  -13	7	107	2	12	18	102	-17	3

# A draw from above in order of length of the SMILES, largest number first:
# Every second line gives: p-CIP stab down	SUMO HTRF inh	MEKK3 PB1 HTS	IDE cell inh	MEKK2 mut-MEK5	NALP1 inh	MEKK2 WT-MEK5	M18AAP inhibitor	IDE act
CCOCCn1c(=NC(=O)c2cc3ccccc3oc2=O)sc2cc(S(N)(=O)=O)ccc21
  7	2	99	2	-2	18	96	0	7
C/C(=N\NC(=O)Cc1ccc(Br)cc1)c1cccnc1
  6	12	100	-4	4	14	102	0	5
CCn1cc(S(=O)(=O)Nc2cccnc2)cn1
  -7	-2	104	0	1	6	104	-3	5

# Shown as comma-separated lines: entries from further up
smiles,p-CIP stab down,SUMO HTRF inh,MEKK3 PB1 HTS,IDE cell inh,MEKK2 mut-MEK5,NALP1 inh,MEKK2 WT-MEK5,M18AAP inhibitor,IDE act
CCOC(=O)CSc1nnc(CNC(=O)c2cccs2)n1Cc1ccccc1,-12,-5,98,0,7,-16,99,2,2
CCOc1ccc(NC(=O)NNC(=O)COc2ccc3ccccc3c2)cc1,3,23,104,-3,6,3,109,-3,-6
CCOCCn1c(=NC(=O)c2cc3ccccc3oc2=O)sc2cc(S(N)(=O)=O)ccc21,7,2,99,2,-2,18,96,0,7
CCOC(=O)COc1c(Br)cc(C2NC(=O)NC(C)=C2C(C)=O)cc1OC (stereo not given),-4,24,131*,4,0,-56,104,-3,2
COc1ccc2c(c1OC)CCC2=O,-3,11,95,2,-1,9,101,-6,-3
CCn1cc(S(=O)(=O)Nc2cccnc2)cn1,-7,-2,104,0,1,6,104,-3,5
O=C(CCC1CCCC1)N1CCN(C(=O)COc2ccccc2)CC1,0,-2,75*[inhibitor],3,-9,17,87,2,3
O=C(Nc1ccccc1Sc1ccccc1)c1ccccc1F,.,.,108,6,6,.,108,7,4
C/C(=N\NC(=O)Cc1ccc(Br)cc1)c1cccnc1,6,12,100,-4,4,14,102,0,5
Cc1ccc(CSc2n[nH]c(N)n2)cc1,0,4,97,-2,-4,4,90,-3,-2
[O-][n+]1onc2c1CCc1[nH]c(-c3ccccc3)nc1-2,-2,16,83,-1,-12,-6,89,-3,-4
CCOCCCNC(=O)c1cc(Sc2nnc(C)s2)nc2ccccc12,-13,7,107,2,12,18,102,-17,3

# More structures follow:
# Every second line gives: p-CIP stab down	SUMO HTRF inh	MEKK3 PB1 HTS	IDE cell inh	MEKK2 mut-MEK5	NALP1 inh	MEKK2 WT-MEK5	M18AAP inhibitor	IDE act
CCOC(=O)c1ccc(S(=O)(=O)NCCN(CC)CC)cc1
  6	28	107	-1	-4	-6	104	0	3
O=C(Nc1nnc(CCN2CCCCC2)s1)c1cccc(Cl)c1
  -5	17	102	1	4	27	104	-13	6
CCOc1cc(C2C(C(=O)OC)=C(C)N=C3SC(C)C(=O)N32)ccc1OC(C)=O (stereo not given)
  -2	16	93	4	-6	8	94	20	10
CC1CCN(S(=O)(=O)c2cccc(C(=O)N(C)C3CCS(=O)(=O)C3)c2)CC1 (stereo not given)
  2	-2	98	-19	-6	-4	95	-1	-2
Cc1nc2ccc(S(=O)(=O)NC(C(=O)N3CCC(C)CC3)C(C)C)cc2s1 (stereo not given)
  -4	14	108	-1	3	-12	111	-4	1
COC(C(=O)Nc1ccnn1C1CCN(Cc2ccccn2)CC1)c1ccccc1 (stereo not given)
  -9	4	102	-2	4	4	105	7	1
CCCCCC(=O)Nc1cccc(C2=NOC3(C2)C[C@@H](C(N)=O)N(C(=O)c2ccc(OC)cc2)C3)c1 (stereo not given in full)
  13	0	90	4	-5	.	92	.	5

# High-throughput results deposited in PubChem BioAssay by several laboratories.

# This is a subset; count on the stated rates, not on these rows.
